CHRM1 antagonist = antagonists of human M1 muscarinic receptor; CHO-K1 hM1, Fluo-8 calcium fluorescence, ACh EC80 antagonist; inhibition, % at 3 µM; 360,000 compounds, 1.3% hits;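 active = percent inhibition above its own plate's cutoff, namely the mean of that plate's compound wells plus 3 SD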;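 also: peak over basal fluorescence ratio during 140 s after agonist addition; 0% = ACh EC80 plus DMSO and 100% = DMSO alone without agonist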
Target sequence (P11229 whole entry, looked up): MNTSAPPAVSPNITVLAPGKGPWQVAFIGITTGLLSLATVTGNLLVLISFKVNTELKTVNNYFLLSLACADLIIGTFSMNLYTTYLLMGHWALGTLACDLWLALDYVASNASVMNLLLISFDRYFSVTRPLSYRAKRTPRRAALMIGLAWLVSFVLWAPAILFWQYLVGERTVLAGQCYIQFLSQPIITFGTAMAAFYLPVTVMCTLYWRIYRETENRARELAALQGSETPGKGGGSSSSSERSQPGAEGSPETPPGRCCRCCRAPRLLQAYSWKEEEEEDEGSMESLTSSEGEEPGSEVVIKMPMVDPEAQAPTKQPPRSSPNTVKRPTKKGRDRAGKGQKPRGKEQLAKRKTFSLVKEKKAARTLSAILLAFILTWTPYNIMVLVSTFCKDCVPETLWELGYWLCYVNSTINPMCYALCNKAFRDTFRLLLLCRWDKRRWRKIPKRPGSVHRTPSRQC
TAAR1 antag = antagonists of human TAAR1; Q96RJ0; CHO RD-HGA16 TAAR1, Fluo-8 calcium fluorescence, antagonist; inhibition, % at 3 µM; 360,000 compounds, 1.5% hits; AID 624466;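 active = inhibition above a per-plate cutoff, the mean inhibition of test compounds on that plate plus 3 SD, cut at about 49% in these data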;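 also: 0% = DMSO plus EC80 beta-PEA response and 100% = DMSO alone without agonist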
Target sequence (Q96RJ0 whole entry, looked up): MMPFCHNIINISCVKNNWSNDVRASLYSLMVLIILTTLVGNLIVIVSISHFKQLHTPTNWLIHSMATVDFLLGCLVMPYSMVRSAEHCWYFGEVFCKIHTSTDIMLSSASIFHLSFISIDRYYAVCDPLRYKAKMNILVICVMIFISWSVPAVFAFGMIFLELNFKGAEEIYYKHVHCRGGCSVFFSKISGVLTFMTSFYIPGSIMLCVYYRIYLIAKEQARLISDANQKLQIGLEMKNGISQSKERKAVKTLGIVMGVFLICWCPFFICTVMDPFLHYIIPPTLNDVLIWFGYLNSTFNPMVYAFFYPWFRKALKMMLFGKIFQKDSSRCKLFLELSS
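System: CHO RD-HGA16 cells bearing hTAAR1. Reagent: EC80 β-phenethylamine stimulus. Schedule: seeding 17-24 h prior, 75-min 37 °C, 30-min RT dye loading. Signal: Fluo-8 intracellular calcium dye fluorescence, real-time kinetic reads. Read-out: % inhibition from peak post-agonist over basal fluorescence ratio. Benchmarks: vehicle wells and EC80 agonist wells. Replicates: n of 1.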
CHO parental Ca = counter-screen for OX1R antagonists: effect in parental CHO cells; parental CHO-K1, ATP-induced calcium, Fluo-8 fluorescence; inhibition, % at 5.6 µM; 330,000 compounds, 0.63% hits; AID 463079;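 active = inhibition above that plate's mean sample inhibition plus 3 SD, cut at about 26% in these data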;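 also: 0% = ATP-challenged DMSO wells and 100% = DMSO wells without ATP; some compounds past the cut are filed as inactive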
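Measured by: calcium-sensitive Fluo-8 fluorescence / Test system: CHO parental line / Controls: ATP-challenged DMSO wells low, unchallenged DMSO wells high / Measure: % inhibition / Compound: single nominal dose of 5.6 µM per compound / Replicates: single well per compound, no replicates / Reagent: ATP as calcium-mobilizing challenge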
CHO-K1 Ca ag = counter-screen for M1 agonists: effect in parental CHO-K1 cells. Fluo-8 calcium fluorescence; scaled to maximal ATP response, vehicle zero. activation, % at 3 µM. 360,000 compounds, 0.48% hits. AID 602248; in the data active = activation above about 15%;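 also: untransfected CHO-K1 host cells lacking M1 receptor as counterscreen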
TAAR1 agonist = agonists of human TAAR1; Q96RJ0; CHO RD-HGA16 TAAR1, Fluo-8 calcium fluorescence; vehicle wells 0%, saturating PEA agonist 100%; activation, % at 3 µM; 360,000 compounds, 0.99% hits; AID 624467;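 active = activation above the mean activation of all test compounds in the run plus 3 SD, cut at about 38% in these data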
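Benchmarks: low control DMSO, high control PEA (EC100); System: CHO RD-HGA16 cells carrying human TAAR1 plus Gα16; Detection: Fluo-8 fluorescence, 5 s baseline then 140 s kinetic read; Schedule: 17-24 h plating, Fluo-8 75 min 37 °C, 30 min RT; Read-out basis: % activation from peak over basal fluorescence ratio, DMSO-to-PEA scaled.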
M1 PAM parental = M1 PAM counterscreen hit in parental CHO-K1 cells; ATP EC20, Fluo-8 calcium fluorescence; 0% at ATP EC20, 100% at ATP max; AID 602247; activation, % at 3 µM; 360,000 compounds, 0.02% hits;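 active = activation above the run cutoff, the mean activation of all test compounds plus 3 SD, cut at about 40% in these data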;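 also: peak over basal fluorescence ratio in a 140 s read after ATP addition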
M1 ag = activates human CHRM1 receptor | P11229 | CHO-K1 hM1, Fluo-8 calcium fluorescence, agonist mode; 0% DMSO, 100% acetylcholine EC100 | activation, % at 3 µM | 360,000 compounds, 0.33% hits | AID 588814;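 active = activation above the run's mean compound activation plus 3 SD, cut at about 16% in these data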;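 also: peak over basal fluorescence ratio within a 140 s kinetic read after compound addition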
OXTR potentiator = potentiators of human oxytocin receptor. 320,000 compounds, 0.061% hits. CHO-OTR cells, Fluo-8 calcium fluorescence, potentiator mode; 0% = oxytocin EC15, 100% = EC100. activation, % at 3 µM. P30559;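 active = activation above that plate's cutoff, the mean activation of tested compounds plus 3 SD, cut at about 6.6% in these data, passing the limit was not always enough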;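 also: 100% uses oxytocin at 75 nM as the full agonist control; some results filed as inactive read as strong as hits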
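System: human OTR in CHO cells / Also added: sub-maximal oxytocin, roughly EC15 / Control set: EC15 oxytocin low, 75 nM oxytocin high / Schedule: 6 min compound pre-incubation at room temperature, 100 s kinetic read / Compound: single-point 3.0 µM / Replication: singlicate / Technique: Fluo-8 calcium dye fluorescence / Read-out basis: % activation of max/min ratio relative to oxytocin controls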
CHO-K1 Ca antag = nonselective inhibitor or artifact in parental CHO-K1 cells; ATP-induced calcium, Fluo-8 fluorescence; inhibition, % at 3 µM; 360,000 compounds, 0.6% hits; AID 602250;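 active = inhibition above a per-plate cutoff, the plate's mean sample inhibition plus 3 SD, cut at about 24% in these data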;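 also: 0% = DMSO plus EC80 ATP and 100% = DMSO alone without ATP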
An asterisk follows results filed as active; x = no result given.

SMILES | CHRM1 antagonist | TAAR1 antag | CHO parental Ca | CHO-K1 Ca ag | TAAR1 agonist | M1 PAM parental | M1 ag | OXTR potentiator | CHO-K1 Ca antag
O=C(c1cc2ccccc2oc1=O)N1CCN(S(=O)(=O)c2ccccc2)CC1 | -7 | -14 | -7 | 1.3 | 2 | 13 | -5 | -5 | -14
CCN1C(=O)[C@H]2[C@@H](c3ccc(OC)cc3)N[C@]3(CCCN(Cc4ccc(C(F)(F)F)cc4)C3=O)[C@H]2C1=O | 14 | -2 | x | -0.7 | 1 | -2 | -3 | x | 13
CCn1c(SCC(N)=O)nnc1-c1ccc(OC)c(OC)c1 | 0 | -29 | 3 | 0.4 | 4 | 14 | -4 | -2 | -2
Oc1c(Br)cc(Br)cc1CNc1nccs1 | 7 | 6 | x | 1.0 | 11 | 5 | -3 | x | 3
O=c1c2ccccc2cnn1Cc1cccc(Br)c1 | -2 | -4 | -18 | 0.3 | -1 | 17 | -6 | -2 | -9
S=c1[nH]ncn1NCc1ccc(Cl)cc1Cl | -8 | -31 | -1 | 0.8 | 0 | 16 | 4 | -2 | -7
CCOc1cc(/C=N/NC(=O)c2cc(-c3cccc(OC)c3)nc3ccccc23)ccc1O | 19 | 76* | -29 | 5.0 | 8 | 26 | 0 | -18 | -8
CN(C(=O)COC(=O)c1c[nH]c2ccccc12)c1ccccc1 | -24 | -7 | x | 2.1 | 3 | 15 | 3 | x | -9
COc1ccc(C2CC(c3ccccc3OC(C)=O)=NN2C(=O)/C=C/c2ccccc2)cc1OC (stereo not drawn) | 6 | -5 | -23 | 1.3 | 4 | 30 | -10 | 0 | -6
Nc1sc(-c2ccccc2)n[n+]1Cc1cccc2cccnc12 | 66* | -7 | 17 | 8.3 | 12 | 8 | -3 | -9 | -4
CCCSc1cc(NCCOC(C)=O)c([N+](=O)[O-])c2nonc12 | 3 | -10 | -11 | -0.2 | -1 | -13 | -6 | -5 | 11
COc1ccc(CCNC(=O)c2ccc3c(SCC(=O)O)c4c(nc3c2)CCCC4)cc1OC | 7 | 7 | -6 | -0.1 | 5 | -18 | -1 | -26 | 1
O=C(Nc1ccc2c(c1)OCO2)[C@@H]1CCCN1S(=O)(=O)c1cccc2cccnc12 | 6 | 8 | -9 | 0.3 | 3 | -15 | -1 | -2 | -8
CCOC(=O)CC1COc2ccccc2N1C(=O)c1cccc([N+](=O)[O-])c1 (stereo not drawn) | -17 | -8 | -12 | 0.0 | 4 | 28 | -8 | -2 | 7
C/C(=N\NC(=O)CSc1nc(C)cc(C)n1)c1cccs1 | -9 | -10 | -2 | 0.2 | 2 | 5 | -10 | -1 | 8

2 entries from above, tab-delimited:
mol	CHRM1 antagonist	TAAR1 antag	CHO parental Ca	CHO-K1 Ca ag	TAAR1 agonist	M1 PAM parental	M1 ag	OXTR potentiator	CHO-K1 Ca antag
CCOC(=O)CC1COc2ccccc2N1C(=O)c1cccc([N+](=O)[O-])c1 (stereo not drawn)	-17	-8	-12	0.0	4	28	-8	-2	7
C/C(=N\NC(=O)CSc1nc(C)cc(C)n1)c1cccs1	-9	-10	-2	0.2	2	5	-10	-1	8

Compound profiles (already shown). Screens in order: CHRM1 antagonist	TAAR1 antag	CHO parental Ca	CHO-K1 Ca ag	TAAR1 agonist	M1 PAM parental	M1 ag	OXTR potentiator	CHO-K1 Ca antag
Record of CCOc1cc(/C=N/NC(=O)c2cc(-c3cccc(OC)c3)nc3ccccc23)ccc1O → 19	76*	-29	5.0	8	26	0	-18	-8
Record of COc1ccc(CCNC(=O)c2ccc3c(SCC(=O)O)c4c(nc3c2)CCCC4)cc1OC → 7	7	-6	-0.1	5	-18	-1	-26	1
Record of CCCSc1cc(NCCOC(C)=O)c([N+](=O)[O-])c2nonc12 → 3	-10	-11	-0.2	-1	-13	-6	-5	11

The listing continues.
SMILES | CHRM1 antagonist | TAAR1 antag | CHO parental Ca | CHO-K1 Ca ag | TAAR1 agonist | M1 PAM parental | M1 ag | OXTR potentiator | CHO-K1 Ca antag
CCOC(=O)N1CCN(C(=O)CSc2nc3c(cnn3-c3ccccc3)c(=O)[nH]2)CC1 | -3 | 1 | -16 | 2.1 | 2 | 3 | 0 | -8 | -4
CC(=O)Nc1ccc2c(c1)ncn2C | -12 | 7 | 0 | -0.4 | 1 | -2 | -1 | 0 | -1
COc1cc(SC)ccc1C(=O)NCCNC(=O)c1nonc1N | -26 | -2 | -2 | 1.0 | 0 | 13 | 2 | -1 | -10
S=C(Nc1ccccc1)N1CCc2ccccc21 | -12 | -12 | -3 | 0.9 | 8 | 2 | -2 | -6 | -1
O=C(CN(Cc1ccco1)Cc1ccco1)Nc1cc(S(=O)(=O)N2CCCCC2)ccc1Cl | 25 | 36 | 48* | 3.9 | 7 | -8 | -3 | -10 | 0
CCOC(=O)c1nn(-c2ccc(Cl)cc2C)ccc1=O | -17 | -18 | -5 | -0.1 | 4 | -3 | 4 | 1 | -15
Cc1ccccc1-n1ncc2c1CC(C)(C)CC2NC(=O)CCC(F)(F)F (stereo not drawn) | -1 | -19 | -17 | -0.1 | 5 | 4 | -2 | -3 | -1
O=C(Nc1cc(-c2ccccc2)[nH]n1)c1ccc(Cl)cc1 | -6 | -32 | -10 | 1.3 | -2 | -1 | -4 | -11 | -11
CN(C)CCCN1CC(=O)N2[C@@H](Cc3c([nH]c4ccccc34)C2(C)C)C1=O | -8 | -2 | -3 | 0.3 | 0 | -9 | -6 | -5 | -7
COc1ccccc1OS(=O)(=O)c1ccc(NC(C)=O)cc1 | -8 | 20 | -5 | 2.7 | 3 | 9 | -3 | -13 | -6
O=C(O)c1c[nH]c(=O)c2ccccc12 | -10 | 22 | 0 | 0.5 | 3 | 14 | -5 | -4 | -14
CSCc1cc(N2CCOCC2)nc(SCc2ccc(Cl)cc2Cl)n1 | -4 | -9 | -30 | 1.6 | 1 | 8 | -8 | -1 | 2
COc1cc(C(=O)N(C)C2CCCCC2)cc(OC)c1OC | -8 | -8 | x | 0.7 | 0 | 16 | -2 | x | 7
O=C(Cc1c(F)cccc1Cl)NC1CCN(Cc2ccccc2)CC1 | 26 | -26 | 7 | 1.1 | 2 | 16 | -7 | -9 | -7
O=S(=O)(Nc1ccc2c(c1)OCCO2)c1c(F)cccc1F | 8 | -3 | -5 | 0.4 | 1 | -8 | -5 | -3 | 7
CCc1nc(NCCO)c(C#N)c2c1CCCC2 | -10 | -6 | -15 | 0.2 | 12 | 6 | -3 | -1 | -9
COc1ccc(-c2ccccc2)cc1NC(=O)[C@@H]1O[C@H](CO)[C@H](O)[C@H](O)[C@H]1O | -8 | -20 | x | -0.2 | 2 | 8 | -2 | x | -1
Cc1cc(OCC(=O)NCCc2ccc(S(N)(=O)=O)cc2)c2c(C)c(C)c(=O)oc2c1 | -19 | -3 | -15 | -0.3 | 0 | 3 | -5 | 0 | -11
CC(C)C(=O)N1CCN(c2nc3ccc(Cl)cc3s2)CC1 | 3 | -28 | 5 | 8.5 | 6 | 7 | 1 | -12 | 1
COc1ccc(C(=O)Nc2cccc(C)c2)cc1 | -2 | 1 | 9 | -0.2 | 0 | 10 | -5 | 0 | -3
CCOc1ccc(CCNC(=O)C2CC(=O)N(c3ccccc3OCC)C2)cc1OCC (stereo not drawn) | -6 | 4 | -34 | 0.4 | -1 | -9 | -3 | 0 | 0
CC1CN(S(=O)(=O)c2cccc(C(=O)OC(C)C(=O)NC3CCCCC3C)c2)CC(C)O1 (stereo not drawn) | -11 | -12 | -11 | 0.3 | -1 | 14 | -1 | -9 | -8
CCOc1cc(C(=O)NC)cc(OCC)c1OCC | -7 | -14 | -7 | -0.3 | 2 | 3 | 1 | -2 | -13
C[C@H](c1ccccc1)N1C[C@H](COCc2ccccc2)Oc2cc(N3CC[C@@H](N(C)C)C3)ccc2S1(=O)=O | x | -8 | x | 0.3 | 3 | -7 | x | x | 1
CS(=O)(=O)N(CC(=O)NCc1ccc2c(c1)OCO2)c1cccc(Cl)c1 | -1 | -1 | -4 | 9.9 | 3 | 16 | -11 | -8 | 7
CN(CCO)C(=O)c1c(NC(=O)c2ccccc2)sc2c1CCCC2 | -6 | -3 | -8 | -0.2 | 0 | -9 | -1 | -13 | 5
CC(C)Cc1nnc(NC(=O)CCC(=O)N2CCN(Cc3ccc(Cl)cc3)CC2)s1 | 5 | -22 | -16 | 5.0 | 2 | 1 | 12 | -9 | -6
Cc1cccc(/C=C(\C(=O)C(=O)O)c2ccc3ccccc3n2)c1 | -6 | -14 | -8 | 0.9 | 0 | 12 | -14 | -5 | 1
O=c1c(N2CCOCC2)c(N2CCOCC2)c1=O | 14 | -24 | -27 | 4.4 | 2 | 5 | -3 | -10 | -1
O=C(Nc1cc2ccccc2oc1=O)c1ccccc1 | 10 | 8 | -11 | 7.2 | 5 | 9 | -4 | 1 | 1
COc1ccc(NC(=O)COc2cc(O)c3c(c2)OC(C)(C)CC3=O)cc1 | 2 | 16 | -7 | 4.8 | 6 | -13 | 1 | -9 | 10
Fc1ccc(-c2ccc(CNCc3ccccn3)o2)cc1Cl | -7 | 9 | -12 | 10 | 2 | 7 | -3 | -1 | 6
OC(c1ccc(F)c(F)c1)c1nc(-c2cc(F)cc(F)c2)cs1 (stereo not drawn) | -12 | 3 | x | -0.4 | 0 | 2 | -3 | x | -1
COc1ccc(N/N=C(\C#N)C(=O)NCCc2ccc(OC)c(OC)c2)cc1 | -3 | 2 | -9 | 3.5 | 3 | 16 | -4 | -5 | -16
COC(=O)c1cc(NC(=O)c2ccc(OC)cc2)c(=O)oc1C | -2 | 4 | -15 | 0.8 | 3 | 3 | -7 | -10 | -7
COc1ccc(N=Nc2ccc(CO)cc2)cc1 | -6 | -6 | -12 | 1.4 | 1 | 7 | 0 | 3 | -13

In the list so far, 2 have a cyano group:
SMILES | CHRM1 antagonist | TAAR1 antag | CHO parental Ca | CHO-K1 Ca ag | TAAR1 agonist | M1 PAM parental | M1 ag | OXTR potentiator | CHO-K1 Ca antag
CCc1nc(NCCO)c(C#N)c2c1CCCC2 | -10 | -6 | -15 | 0.2 | 12 | 6 | -3 | -1 | -9
COc1ccc(N/N=C(\C#N)C(=O)NCCc2ccc(OC)c(OC)c2)cc1 | -3 | 2 | -9 | 3.5 | 3 | 16 | -4 | -5 | -16

CHRM1 antagonist, entries above that show a hit
structure,CHRM1 antagonist,TAAR1 agonist,M1 ag,OXTR potentiator
Nc1sc(-c2ccccc2)n[n+]1Cc1cccc2cccnc12,66*,12,-3,-9
